HCMV inh: human cytomegalovirus inhibition; 410,000 compounds, 4.5% hits; HFF cells, HCMV-luciferase reporter, 72 h; active compounds read low; activity change, negative = inhibition, % at 57.5 µM; AID 1259415; in the data active means activity change below about -60%; inconclusive means no clear call, values can overlap the other calls; inactive means above about -39%
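Cell-based, HFFs, 1000 cells/well, 16 h 37C; cpds in DMSO + HCMV-luc, MOI 1 PFU/cell; 72 h 37C; OneGlo luminescence after 5 min RT; norm. to buffer vs Salinomycin 10uM.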
AMA1-RON2 inh: AMA1-RON2 (P. falciparum) interaction inhibition; AlphaScreen AMA1-biotinylated RON2 peptide binding; Potency, µM (highest dose often 58.2 µM), without a hit: at the top dose activity change, negative = inhibition, hits mostly inhibitors; 360,000 compounds, 0.2% hits; AID 720542;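 further: potency means the concentration at half of the fitted maximal effect; 0% = vehicle wells and -100% = peptide control; nearly all actives have a fitted effect of over 45% in size; some results filed as inactive show a strong effect at the top dose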
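AMA1 (3D7) with his tag at 25 nM final met compounds first, then biotinylated RON2 peptide at 25 nM; detection used donor plus acceptor beads, 10 µg/mL apiece, read by AlphaScreen after 30 min at room temperature.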
LmPK inhibitor: LmPK (Leishmania mexicana) enzyme inhibition; Q27686; purified LmPK, Kinase-Glo ATP luminescence, 1 h; Potency, µM (titrated, usually from 57.5 µM), for inactives: at the top dose activity change, negative = inhibition, hits mostly inhibitors; 290,000 compounds, 0.37% hits; further: potency means the concentration at half of the fitted maximal effect
Target sequence (Q27686 whole entry, looked up): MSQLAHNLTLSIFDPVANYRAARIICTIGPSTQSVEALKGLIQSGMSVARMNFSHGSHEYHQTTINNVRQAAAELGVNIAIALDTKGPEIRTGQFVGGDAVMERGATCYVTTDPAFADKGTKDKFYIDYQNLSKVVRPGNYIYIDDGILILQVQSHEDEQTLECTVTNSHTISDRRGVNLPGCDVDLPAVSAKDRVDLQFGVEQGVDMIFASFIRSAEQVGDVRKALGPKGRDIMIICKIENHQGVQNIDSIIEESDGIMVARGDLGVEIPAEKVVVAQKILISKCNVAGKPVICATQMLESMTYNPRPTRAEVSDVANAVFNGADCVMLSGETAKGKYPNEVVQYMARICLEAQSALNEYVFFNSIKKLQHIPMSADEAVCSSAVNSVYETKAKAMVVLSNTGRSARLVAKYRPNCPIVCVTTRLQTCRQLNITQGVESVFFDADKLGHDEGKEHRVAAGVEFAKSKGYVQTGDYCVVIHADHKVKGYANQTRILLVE
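Purified LmPK (0.1 nM) converted ADP (0.1 mM) to ATP with PEP (0.5 mM) in imidazole buffer pH 7.2 with KCl and MgCl2, 1 h at room temperature. ATP was read by Kinase-Glo luminescence; data normalized to uninhibited and no-enzyme controls.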
AmpC inh detg: inhibitors of E. coli AmpC beta-lactamase with detergent; 370,000 compounds, 0.041% hits; AmpC hydrolysis of nitrocefin, absorbance 480 nm, 0.01% Triton; Potency, µM (highest dose often 114 µM), for inactives: at the highest dose activity change, negative = inhibition, most hits filed as inhibitors; P00811;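 further: potency means the concentration at half of the fitted maximal effect; 0% = no-compound wells and -100% = no-enzyme wells; nearly all actives have a fitted effect of over 25% in size; some results filed as inactive show a strong effect at the top dose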
Target sequence (P00811 whole entry, looked up): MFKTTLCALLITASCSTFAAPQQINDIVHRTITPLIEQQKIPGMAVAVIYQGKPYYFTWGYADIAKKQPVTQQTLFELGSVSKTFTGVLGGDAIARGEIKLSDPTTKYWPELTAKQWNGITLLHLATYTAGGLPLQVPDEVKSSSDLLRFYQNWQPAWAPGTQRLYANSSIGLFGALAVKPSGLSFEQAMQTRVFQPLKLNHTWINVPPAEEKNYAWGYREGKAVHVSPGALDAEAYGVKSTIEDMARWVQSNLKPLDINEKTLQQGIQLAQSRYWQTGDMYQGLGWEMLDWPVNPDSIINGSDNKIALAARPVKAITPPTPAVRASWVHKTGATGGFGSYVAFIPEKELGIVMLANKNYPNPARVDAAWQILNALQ
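20 mM phosphate pH 7.0 + 0.01% (detergent screen) or 0.0001% Triton X-100; 5.3 nM AmpC reagent; cpd preinc 15 min RT; nitrocefin (800 uM stock) to start; A480 q20 s × 4 min; Activity was normalised to no-enzyme and no-compound control wells.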
TbPYK inhibitor: T. brucei pyruvate kinase inhibition; Q57TT1; TbPYK enzyme, Kinase-Glo Plus ATP luminescence, 45 min; Potency, µM (titrated, usually from 76.8 µM), for the others: at the highest dose activity, negative = inhibition, actives largely listed as inhibitors; 410,000 compounds, 0.12% hits; AID 624173; further: potency means the concentration at half of the fitted maximal effect; nearly all actives have a fitted effect of over 50% in size
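T. brucei PYK with substrate was exposed to pin-transferred compounds across a concentration series, then started with 130 uM ADP (final). After 45 min at room temperature, Kinase-Glo Plus luminescence was read, normalized and curve-fitted.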
AmpC no deterg: inhibitors of E. coli AmpC beta-lactamase without detergent. 330,000 compounds, 0.52% hits. AID 485341. Potency, µM (highest dose often 57.1 µM), inactives show at the highest dose activity change, negative = inhibition, actives largely listed as inhibitors. AmpC nitrocefin hydrolysis, absorbance 480 nm, 0.0001% Triton;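 further: potency means the concentration at half of the fitted maximal effect; plate controls were no compound for no effect and no enzyme for full effect; nearly all actives have a fitted effect of over 20% in size; some results filed as inactive show a strong effect at the top dose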
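20 mM phosphate pH 7.0 + 0.01% (detergent screen) or 0.0001% Triton X-100; 5.3 nM AmpC reagent; cpd preinc 15 min RT; nitrocefin (800 uM stock) to start; A480 q20 s × 4 min; Activity was normalised to no-enzyme and no-compound control wells.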
HCV inh: blocks hepatitis C virus. Potency, µM (series often up to 41.8 µM), without a hit: top-dose activity change, negative = inhibition, actives largely listed as inhibitors. Huh7.5.1 HCVcc-Cre infection, luciferase reporter, 44 h. AID 651820. 340,000 compounds, 3.4% hits; further: potency means the concentration at half of the fitted maximal effect
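Luciferase read-out (15 sec integration) after a 15 min room-temperature substrate step quantifies HCVcc-Cre infection. Cells, 1,000 per well, had compound added 4 h post-plating, then virus at ~0.5 moi, and were cultured 44 h.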
Active calls of the source: *; ? = inconclusive; . = no result given; & = joins results of further samples; [ ] = remark or other dose. Unless noted, the call rests on the fitted dose curve; in most records, active means well fitted curve in the direction sought with a large enough effect; inconclusive means small, poorly fitted or top-dose-only effect, or another doubt; inactive means no such curve, though single readings can be large; an effect the other way counts as inactive or inconclusive. Unless noted, on the % scale 0 is the no-effect control and ±100 the full control effect.

Structure	AmpC no deterg	HCV inh	LmPK inhibitor	HCMV inh	AMA1-RON2 inh	TbPYK inhibitor	AmpC inh detg
COC(=O)C(C)N1CCC(=O)c2ccccc2S1(=O)=O (stereo not drawn)	-20%	6%	0%	35	3%	4%	-5%
CC1CCc2nn(CC(=O)Nc3ccccc3Cl)cc2C1 (stereo not drawn)	.	.	.	29	.	1%	-4%
O=C(O)c1ccc2c(c1)S(=O)(=O)c1ccccc1C2=O	1%	18%	1%	.	12%	-9%	-1%
CCOCCCN1C(=O)C(=O)N(CC(=O)N2c3ccccc3NC(=O)CC2C)C1=O (stereo not drawn)	-20%	-20%	.	-20	6%[11.6 µM]	0%	-4%
O=c1[nH]c2ccc([N+](=O)[O-])cc2nc1/C=C(\O)c1ccccc1	-18%	10%	-3%	?	0%	-6%	?
Cn1c(-c2sc3cc(C(F)(F)F)cnc3c2-c2cccs2)n[nH]c1=S	-46%	-1%	-22%	-2	41%[activator]	?	6%
COc1cc(NC(=O)Nc2c(C)n(C)n(-c3ccccc3)c2=O)cc(OC)c1OC	-12%	-6%	-1%	7	-2%	-8%	-15%
Oc1ccc(C[C@@H]2CNCCN2CC2CCCCC2)cc1	-12%	-9%	.	?	2%	-7%	-11%
Oc1ccc(Br)cc1CNc1cccc2cccnc12	39%	14%	1%	-62*	49%[activator]	-14%	?
CC(C)COc1ccc(-c2nnc(-c3ccncc3)o2)cc1	-4%	?	-2%	79	-6%	-5%	-7%
COc1cccc(CNC(=O)CCn2c(=O)oc3ccccc32)c1	-16%	6%	0%	33	-9%	4%	?
COc1ccc(/C=C2/C(=O)C(C)(C(C)C)CCC2C)cc1 (stereo not drawn)	-14%	-13%	6%	-27	1%	1%	0%
O=C(NC1CCCCC1)N1CCCc2ccccc21	-4%	1%	0%	28	2%	-3%	-8%
COc1cc2c(cc1OC)n(CC(=O)c1cccc(Cl)c1)c(=O)n1nc(CCn3nc(C)cc3C)nc21	.	.	.	-10	.	0%	-6%
CCN(CC)c1ccc(S(=O)(=O)N2CCCCC2)cc1NC(=O)CN1C(=O)NC2(CCCC2)C1=O	37%	?	.	14	-5%	-2%	-14%
O=C(Nc1ccc2nc(SCC(=O)N3CCCC3)sc2c1)c1cccc(Br)c1	.	.	.	-30	.	0%	0%
COc1ccc(S(=O)(=O)N2CCCCC2)cc1NC(=O)CN(Cc1ccco1)Cc1ccco1	-10%	10µM*	.	-70*	-6%	6%	8%
CC(C)C12CN3CC(C(C)C)(CN(C1)C3c1ccco1)C2=O (stereo not drawn)	-25%	13%	-2%	-7	-3%	3%	?
C=CCNC(=S)N1N=C(c2ccco2)CC1c1ccco1 (stereo not drawn)	.	-1%	.	46	-11%	0%	.
Cc1cc(C)n2nc(-c3ccccc3)c(-c3ccccc3)c2n1	0%	-27%	-6%	-16	-4%	4%	-14%
O=C(C1CCCN(S(=O)(=O)c2ccc(F)cc2)C1)N1CCOCC1 (stereo not drawn)	.	-20%	.	47	0%	-12%	.
Cn1c(O)c(C=Nc2ccc(Br)cc2)sc1=O	-14%	-7%	2%	-12	-5%	2%	-14%
O=C(c1ccccc1)c1ccc(C(=O)N2CCN(c3ccc(F)cc3)CC2)o1	23%	?	1%	?	-6%	-8%	-18%
O=C(C[C@H]1C[C@@H]2c3cc(NC(=O)Nc4ccccc4F)ccc3O[C@@H]2[C@H](CO)O1)NCc1ccccn1	.	.	.	3	-2%	5%	.
COc1ccc(CNc2ccc([N+](=O)[O-])cn2)cc1	-8%	4%	-3%	14	9%	4%	-2%

The closing three entries of the section above come first, to join the parts:
Structure	AmpC no deterg	HCV inh	LmPK inhibitor	HCMV inh	AMA1-RON2 inh	TbPYK inhibitor	AmpC inh detg
O=C(c1ccccc1)c1ccc(C(=O)N2CCN(c3ccc(F)cc3)CC2)o1	23%	?	1%	?	-6%	-8%	-18%
O=C(C[C@H]1C[C@@H]2c3cc(NC(=O)Nc4ccccc4F)ccc3O[C@@H]2[C@H](CO)O1)NCc1ccccn1	.	.	.	3	-2%	5%	.
COc1ccc(CNc2ccc([N+](=O)[O-])cn2)cc1	-8%	4%	-3%	14	9%	4%	-2%
O=C(Nc1ncc(C(F)(F)F)cc1Cl)C1COc2ccccc2O1 (stereo not drawn)	-22%	-1%	-11%	-40	-1%	-1%	?
Cc1cc(Br)ccc1NC(=O)COc1cc(=O)n(C)c2ccccc12	.	.	.	-3	.	5%	-7%
CCOC(=O)CN1C(=N)N(c2nc(NC(C)C)nc(OC)n2)CC1=O	11%	-3%	-2%	-20	15%	4%	-9%
Cc1nc2ccc(N)cc2s1	-2%	?	-2%	-27	-3%	-4%	?
CC1(C)CC2(CCO1)OC(=O)CC2C(=O)NCCc1ccccc1 (stereo not drawn)	-2%	9%	-2%	-5	3%	-3%	4%
O=C(CSc1nc2ccccc2c(=O)n1CC1CCCO1)Nc1ccc(F)cc1 (stereo not drawn)	20%	?	-2%	?	8%	3%	2%
CCCc1cc(=O)[nH]c(SCC(=O)NC)n1	-25%	19%	-7%	35	1%	-1%	-14%
COc1cc(C(=O)NCCCNC(=O)c2cc(OC)c(OC)c(OC)c2)cc(OC)c1OC	.	0%	.	2	18%	-2%	.
Cn1c(SCCN2CCCCC2)nnc1-c1ccccc1Br	-24%	-2%&6%	-7%	4	-2%	17%	?
CN(C)c1ccc(-c2nnn(CC(=O)Nc3ccc4c(c3)OCCO4)n2)cc1	-58%	-9%	2%	7	2%	-1%	-2%
CCOC(=O)c1c(SCC(=O)Nc2nccs2)nc(C)c(C)c1C	-26%	4%	-5%	-26	40%[activator]	-10%	2%
COc1cc(/C=C2\SC(N3CCC(C)CC3)=NC2=O)ccc1O	5%	-22%	10%	79	-8%	-3%	-18%
COc1ccc(OCC(=O)Nc2ccc3nn(-c4ccc(OC)cc4)nc3c2)cc1	.	.	.	41	.	7%	1%
N[C@@H](Cc1c[nH]c2ccccc12)C(=O)O	-20%	.	-2%	.	.	.	5%
CCCCN(CCCC)Cc1ccc(N)cc1	-16%	-3%	2%	4	2%	-15%	-14%
O=C(NCC1CCCO1)c1ccc(COc2ccccc2)o1 (stereo not drawn)	-10%	5%	.	-23	-9%	1%	?
COc1ccc(NC2=NCCCCC2)cc1	-18%	-4%	7%	11	-20%	0%	?
O=C(Cn1cc(C(F)(F)F)ccc1=O)NCCc1ccc(Cl)cc1Cl	-16%	7%	-1%	-11	-7%[2.32 µM]	0%	?
CC(=O)N1CCc2c(sc(NC(=O)Cc3ccccc3)c2C(N)=O)C1	-7%	-3%	0%	-8	-2%	-1%	?
O=C(/C=C/c1ccco1)N1CCN(C/C=C/c2ccccc2)CC1	73%[activator]	?	-2%	0	-4%	-8%	-10%
CCN(CC)S(=O)(=O)c1cccc(N=NC2=C(O)CCCC2=O)c1	-13%	-9%	-5%	-31	1%	7%	-7%
Clc1ccc2nc(C3CCN(Cc4ccccc4)CC3)[nH]c2c1	-27%	?	0%	-27	-1%	-11%	-3%
COc1ccc(CNC(=O)c2ccc3c(=O)n(CCCN4CCCC4=O)c(=S)[nH]c3c2)cc1	1%	3%	1%	-26	48%[activator]	-5%	-1%
NC(N)=Nc1nc(-c2ccccc2)c2cc(F)ccc2n1	3%	?	3%	-9	-7%	1%	-3%
O=C(CSc1nccn1Cc1ccco1)Nc1ccccc1	-18%	.	-2%	5	-1%	9%	0%
CCN(CC)S(=O)(=O)c1ccc(N2CCOCC2)c(NC(=O)COc2ccc(C#N)cc2)c1	60%	-10%	3%	12	-9%	2%	1%
COC(=O)C1=CN(c2ccc(Cl)cc2)C=C(C(=O)OC)C1c1ccc([N+](=O)[O-])cc1	23%	-28%	1%	8	-22%	2%	-2%
CCN(CC)S(=O)(=O)c1cccc(C(=O)NN2Cc3ccccc3C2=N)c1	-22%	17%	-2%	24	5%	-3%	-4%
Cc1ccc2c(c1)/C(=N/O)CCS2	-14%	30%[activator]	9%	94	-2%	-20%	2%
C[C@H](CO)N1C[C@H](C)[C@@H](CN(C)C(=O)Nc2ccc3c(c2)OCO3)Oc2c(NC(=O)C3CC3)cccc2C1=O	33%	41%[activator]	.	20	0%	1%	.
Cc1ccc2c(c1)-c1c(c(C(=O)NCCc3ccccc3)nn1C)CS2	.	.	.	-35	.	-5%	1%
COc1ccc(N(CC(=O)Nc2cc(OC)ccc2OC)S(=O)(=O)c2c(C)nn(C)c2C)cc1	180%[activator]	?	1%	8	-4%	3%	-7%
CC(C)Oc1cccc(C(=O)C2CCCN(C(=O)c3ccoc3)C2)c1 (stereo not drawn)	-2%	-14%	4%	-37	-8%	-5%	-3%
COc1ccc(CCn2c(=N)c(C(=O)NCC3CCCO3)cc3c(=O)n4ccccc4nc32)cc1 (stereo not drawn)	21%	12%	-3%	-112*	6%	-5%	-2%
Cc1cc(Sc2nc(N(C)C)nc(N(C)C)n2)nc(Cl)n1	-20%	-3%	-3%	-12	4%	3%	-5%
COc1cc(/C=C2\CC(C(C)(C)C)C/C(=C\c3cc(OC)c(OC)c(OC)c3)C2=O)cc(OC)c1OC (stereo not drawn)	34%	2.5µM*	0%	-98*	?	0%	0%
CC(C)N(Cc1ccccc1)C(=O)c1cc2ccc3cccnc3c2[nH]1	.	.	.	-32	.	-3%	-2%
CCN(C(=O)CSc1nc2ccccc2c(=O)n1-c1cccc(C)c1)C1CCS(=O)(=O)C1 (stereo not drawn)	46%	11%	-3%	-1	-2%	-10%	3%

Source: PubChem BioAssay (National Center for Advancing Translational Sciences (NCATS))
